# Source: PubChem (several laboratories)
# Wnt act = activates Wnt/beta-catenin signaling in a reporter cell assay | activation, % at 9.35 µM | activator, plate reader | AID 743398 | actives 1.2% (n = 300,000); in the data active = activation above about 30%, passing the limit was not always enough; inconclusive = no clear call, values can overlap the other calls;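 note: 0% = neutral control wells and 100% = positive control wells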
# AddAB inh = less growth of phage-infected E. coli with AddAB; inhibition, % at 11.9 µM; E. coli expressing H. pylori AddAB, absorbance growth; actives 0.29% (n = 330,000); in the data active = inhibition above about 12%;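 note: 0% = vehicle wells of infected cells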
# phage Ecoli inh = E. coli growth loss with phage present. actives 0.26% (n = 360,000). AID 651602. inhibition, % at 11.9 µM. growth absorbance; in the data active = inhibition above about 11%
# Rtt109 Vps75 = inhibitors of Candida albicans Rtt109/Vps75 histone acetyltransferase | AID 540336 | inhibition, % at 34.9 µM | purified Rtt109/Vps75, ThioGlo CoA-SH fluorescence, 4 h | actives 0.16% (n = 330,000);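 active = inhibition of at least 50% in every replicate; inconclusive = best replicate reaches 50% inhibition but some replicates fall short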
# Target sequence (Q5AAJ8 whole entry, looked up): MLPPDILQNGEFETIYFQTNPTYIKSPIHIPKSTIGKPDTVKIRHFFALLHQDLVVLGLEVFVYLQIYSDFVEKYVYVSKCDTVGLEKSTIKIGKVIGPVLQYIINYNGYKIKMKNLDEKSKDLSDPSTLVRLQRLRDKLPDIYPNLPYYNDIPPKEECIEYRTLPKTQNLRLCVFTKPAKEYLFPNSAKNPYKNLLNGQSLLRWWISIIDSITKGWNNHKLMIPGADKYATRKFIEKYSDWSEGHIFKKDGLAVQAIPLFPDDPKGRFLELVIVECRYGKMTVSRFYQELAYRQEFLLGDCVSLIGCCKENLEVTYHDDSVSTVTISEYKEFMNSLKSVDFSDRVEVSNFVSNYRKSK
# Tat transport = blocks Tat-dependent protein export in E. coli | AID 488895 | E. coli MC4100 TorA-mCherry Tat export, fluorescence | inhibition, % at 10 µM | actives 0.036% (n = 340,000);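 active = mean replicate inhibition at least 50% and at least half of replicates individually reaching 50%; inconclusive = only one of the two criteria met; inactive = neither criterion met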;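 note: exported cargo escapes ClpAP degradation while cytoplasmic cargo is degraded and loses fluorescence; 0% = median of neutral control wells and 100% = median of NaSCN control wells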
# CAL PDZ FP = inhibitors of human CAL PDZ peptide binding. purified CAL PDZ, TMR-peptide fluorescence polarization, 1 h. Q9HD26. actives 0.02% (n = 330,000). inhibition, % at 20 µM. AID 504414;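 active = highest replicate inhibition of at least 40%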;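 note: plate controls were DMSO neutral control wells for no effect and unlabeled competitor peptide control wells for full effect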
#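 System: purified tagged CAL PDZ domain construct (CerCALP). Schedule: 1 h incubation at room temperature before polarization reading. Medium: 25 mM sodium phosphate pH 7.4, 150 mM NaCl, TCEP, IgG, Thesit. Read-out: percent inhibition from loss of millipolarization. Measured by: FP readout, S and P plane fluorescence. Probe or stimulus: fluorescent TMR peptide probe.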
# E coli growth = reduces bacterial viability in AddAB counter-screen | E. coli V3065 growth, OD600 absorbance, 18 h | inhibition, % at 11.9 µM | actives 0.27% (n = 330,000) | AID 449728;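 active = inhibition above the campaign's mean inhibition across all tested compounds plus 3 SD, cut at about 9.9% in these data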;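 note: uninfected addAB+ strain grown without phage in ampicillin broth; 0% = DMSO wells and 100% = ciprofloxacin 0.95 µg/ml wells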
# PfHsp90 set2 = inhibits growth of yeast expressing Plasmodium falciparum Hsp90. actives 0.32% (n = 310,000). inhibition, % at 9.4 µM. S. cerevisiae expressing PfHsp90, BacTiter-Glo ATP, 48 h; yeast lacking PDR1 and PDR3 efflux regulators;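 active = every replicate shows inhibition above about 80%, whatever the replicate mean, limit read from the data; inconclusive = mean inhibition reaches the set limit but some replicate falls short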;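 note: 0% = DMSO neutral controls and 100% = 20 µM radicicol positive controls; yeast relying on Plasmodium falciparum Hsp90 in place of its own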
# DAGLB inh = blocks human DAGLB lipase activity. Q8NCG7. HEK293T DAGLB membrane lysate, EnzChek fluorogenic substrate. inhibition, % at 5.17 µM. actives 0.059% (n = 340,000). AID 504411; in the data active = inhibition above about 34%;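 note: 0% = enzyme with vehicle and 100% = wells lacking enzyme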
# Target sequence (Q8NCG7 whole entry, looked up): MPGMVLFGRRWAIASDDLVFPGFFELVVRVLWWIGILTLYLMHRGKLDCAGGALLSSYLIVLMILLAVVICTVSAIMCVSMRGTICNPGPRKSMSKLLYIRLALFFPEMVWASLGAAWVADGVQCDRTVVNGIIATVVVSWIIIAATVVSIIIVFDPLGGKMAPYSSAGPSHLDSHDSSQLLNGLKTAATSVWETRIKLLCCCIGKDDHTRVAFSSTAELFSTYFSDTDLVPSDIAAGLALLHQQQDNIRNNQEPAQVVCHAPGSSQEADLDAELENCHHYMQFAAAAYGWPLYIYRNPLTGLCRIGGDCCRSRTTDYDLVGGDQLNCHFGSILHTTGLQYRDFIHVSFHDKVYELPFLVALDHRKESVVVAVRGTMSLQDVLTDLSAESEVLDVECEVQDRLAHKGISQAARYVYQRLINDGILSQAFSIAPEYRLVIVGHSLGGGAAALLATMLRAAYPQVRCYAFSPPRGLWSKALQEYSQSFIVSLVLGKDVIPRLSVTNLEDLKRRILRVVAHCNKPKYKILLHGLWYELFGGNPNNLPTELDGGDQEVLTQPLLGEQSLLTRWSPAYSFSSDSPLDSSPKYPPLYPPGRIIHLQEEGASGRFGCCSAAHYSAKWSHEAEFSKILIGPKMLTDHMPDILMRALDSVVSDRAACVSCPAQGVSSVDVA
# PvdQ acylase = blocks Pseudomonas aeruginosa PvdQ acylase activity | purified PvdQ acylase, fluorescence plate reader | inhibition, % at 10 µM | actives 0.063% (n = 340,000) | AID 488965; in the data active = inhibition above about 30%, passing the limit was not always enough; inconclusive = no clear call, values can overlap the other calls;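 note: 0% = vehicle neutral wells and 100% = reference inhibitor wells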
# Starred values were filed as active, the others as inactive; u = inconclusive; x = not tested or not shown.
SMILES,Wnt act,AddAB inh,phage Ecoli inh,Rtt109 Vps75,Tat transport,CAL PDZ FP,E coli growth,PfHsp90 set2,DAGLB inh,PvdQ acylase
C=C(C)c1cccc(C(C)(C)NC(=O)N2CCN(c3ccccc3OC)CC2)c1,0,1.0,4.5,-5,-17,-0.2,1.1,4,-2,0
CC(C)Cn1c(N)c(C(=O)COC(=O)c2cccc(F)c2)c(=O)n(C)c1=O,-1,x,4.0,u,-16,-1.4,x,4,-4,4
COc1ccc(C(=O)OCC(=O)NC(=O)NC2CCCC2)cc1OC,-1,-2.1,2.5,3,2,-2.6,2.5,-12,1,-7
Cc1ccc2cccc(Oc3ncnc4scc(-c5ccccc5)c34)c2n1,-6,2.3,5.2,-15,-8,-2.0,0.3,14,-6,-12
CC(=O)Oc1cc(C(C)C)c(OCCN(C)C)cc1C,-3,-0.3,2.2,-5,6,-0.5,3.4,1,3,-11
CCC(=O)N1CCc2cc(S(=O)(=O)CCC(=O)NCc3ccc4c(c3)OCO4)ccc21,-2,-1.4,1.8,-5,4,-0.9,-0.9,-6,-1,-12
CCc1nc2ccccc2c(=O)n1/N=C/c1ccc(OC)cc1,-1,1.4,2.9,4,-1,-0.8,-0.5,-14,0,-6
CC(=O)c1ccc(N2C(=NC(=O)C3CCCO3)SC3CS(=O)(=O)CC32)cc1 (stereo not given),0,-1.4,0.0,-2,-4,-1.6,-1.1,-7,0,-13
CC(Sc1ccc(Cl)cc1)C(=O)NNC(=O)c1ccccc1O (stereo not given),1,7.9,8.0,5,-7,0.4,4.0,-8,6,-6
O=C(Nc1cccc2ncccc12)c1ccc(Br)c([N+](=O)[O-])c1,5,3.7,2.2,-2,0,-2.8,-1.6,0,1,-8
Cc1nc(C)c(C(=O)OCC(=O)N(C)c2ccccc2)s1,2,x,-0.5,-9,-4,-1.7,x,x,0,-2
CC(C)Cn1c(=O)c2c(c3ccccc31)OC(C)C(=O)N2 (stereo not given),x,x,1.6,-2,4,-0.6,x,8,0,-4
O=C(CN1CCC(O)(c2ccc3c(c2)OCO3)CC1)NC1CCCCC1,0,-1.2,-0.1,1,-10,-0.5,0.7,-5,1,-12
Cc1cccc(C)c1NC(=O)C1CC2CCC1C2 (stereo not given),1,3.1,2.4,-7,4,-1.1,0.9,-16,3,-11
Cc1ccc(NC(=O)CCC(=O)c2cc(C)sc2C)nc1,-4,-0.8,2.4,0,12,-2.0,0.9,x,3,-10
O=C1CC(NNC(=O)c2ccc(Br)cc2)C(=O)N1 (stereo not given),2,0.4,-1.4,-2,10,0.1,0.5,-22,-2,-20
COCCCNC(=O)CN(c1cc(OC)ccc1OC)S(=O)(=O)c1ccccc1,8,0.4,2.5,1,2,-0.2,0.2,-3,-2,-13
CSc1ccccc1NC(=O)CN(C)C(=O)C1CC(=O)N(C(C)c2ccccc2)C1 (stereo not given),-3,0.4,2.1,10,-4,-1.0,-0.5,0,1,-12
O=C(CSc1nnnn1-c1ccc2c(c1)OCCO2)N1CCN(C(=O)c2ccco2)CC1,-2,2.0,4.6,18,-2,-2.8,-0.6,3,0,-6
Cc1cccc(NC(=O)CSc2cc(C(=O)c3nccn3C)c3ccccc3n2)c1,0,0.6,3.6,-4,0,-1.9,-0.4,-6,-1,-9
NC(=O)c1ccc2c(c1)S(=O)(=O)c1ccccc1C2=O,1,0.1,2.5,5,-5,1.8,1.5,-19,0,-26
O=C(CN1C(=O)NC2(CCCCCC2)C1=O)Nc1cccc(F)c1,0,1.4,1.1,17,6,-0.1,0.7,19,-5,0
COc1cccc(Cn2nnc(C(=O)NCc3ccccc3Cl)c2N)c1,2,-0.3,2.1,3,8,-0.4,-0.9,x,-4,-5
CC1(C)C2([N+](=O)[O-])CN3CC1([N+](=O)[O-])CN(C2)C3c1ccc(O)c(O)c1 (stereo not given),-4,0.2,1.7,-10,-2,-2.7,1.1,-1,3,8
c1cc2c3c(cccc3c1)C(N1CCOCC1)=N2,2,0.4,1.9,-39,2,0.8,-1.3,-15,x,-13
CCN1C(=O)[C@H]2[C@H]3CN=C(SCc4ccc(C#N)cc4)N3[C@@](CC)(C(=O)OC)[C@H]2C1=O,-1,-1.7,1.9,0,2,0.1,-0.4,-21,1,-10
C(CCc1nn[nH]n1)CCC1CCCCC1,-1,x,3.3,-5,0,-0.7,x,-30,8,-6
O=C(Nc1ccc2c(c1)OCO2)N1CCN(Cc2ccco2)CC1,x,-2.2,2.0,x,3,-2.6,0.5,8,-1,10
CC(NC(=O)c1ccccc1F)c1nnc(SCC(=O)Nc2nnc(C3CC3)s2)n1C (stereo not given),0,-0.2,4.6,-5,6,-2.5,1.1,x,0,-4
Cc1ccc2[nH]c(CNC(=O)C3CCCCC3)cc2c1,-3,x,-1.4,-8,4,-0.2,x,16,3,-11
O=C(COc1ccc(Br)cc1)N1CCCCCC1,x,1.7,1.8,-1,-9,-1.9,1.1,-8,1,-13
N#CCCCN1C(=O)C(O)(CC(=O)c2ccc3c(c2)OCCO3)c2ccccc21 (stereo not given),x,2.4,1.5,-3,-3,-1.0,0.5,20,1,-8
CCCCCCC(=O)N/N=C/c1ccc(Br)cc1,5,0.3,4.0,-6,5,-1.7,-0.7,-9,-1,-3
Cc1ccc(/C=N/NC(=O)c2cc(C3CC3)nc3ccccc23)o1,-4,0.5,4.5,-2,-3,-1.2,-1.0,12,-2,-4
CCCCC(=O)Nc1cc(OC)c(NC(=S)Nc2ccc(OC)cc2)cc1OC,5,x,1.4,-1,-2,-0.5,x,-4,-1,-4
CNc1sc(C(=O)c2ccc(F)cc2)c(N)c1-c1nc2ccccc2s1,-1,-2.1,1.4,-1,-2,0.0,-1.4,-10,14,-10
NS(=O)(=O)c1ccc(NC(=O)CSc2nnc(NC3CC3)s2)cc1,0,x,0.7,4,4,0.9,x,-53,4,-8
COc1cccc(-c2cc3c(=O)n(-c4ccccc4)c(=S)[nH]c3s2)c1,x,0.9,-0.5,-3,2,x,0.6,-3,5,-5
CC(=O)c1cnc2nc(SCc3ccccc3)nn2c1C,18,5.0,-0.9,0,-6,-1.8,0.2,15,-1,-8
Cc1ccc(-c2nn(-c3ccccc3)cc2C(=O)NCCCN2CCOCC2)cc1,12,-2.7,0.5,0,-7,-2.3,-0.6,26,0,-11
CCn1c(=O)c([N+](=O)[O-])c(N2CCOCC2)c2ccccc21,3,0.9,0.7,-2,-1,-1.1,0.1,0,1,-9
Cc1cc2c(cc1S(=O)(=O)NCc1ccc(Cl)cc1)OCC(=O)N2,-2,-1.1,0.1,-6,-4,-0.1,1.8,-15,6,-13
CNS(=O)(=O)c1ccc(C(=O)NCC(=O)NC(C)c2cccs2)cc1 (stereo not given),11,0.5,1.8,-21,-9,-1.4,3.3,x,-1,-11
Cc1ccnc(NC(=O)CNC(=O)C23CC4CC(CC(C4)C2)C3)c1,8,4.1,3.7,0,-3,-2.6,2.1,-15,1,-9
COCCN=C1Sc2nc3c(C)cccc3cc2CN1Cc1ccco1,28,2.8,-1.6,-7,6,-1.2,1.2,52,-6,-15
COCCC(=O)N1CCC(Oc2ccc(C(=O)NC3CCCCC3)cc2)CC1,1,2.9,2.9,-1,6,0.3,0.3,-10,-1,1
CC1=C([N+](=O)[O-])C(c2ccc(Cl)cc2)NC(=O)N1C (stereo not given),-2,2.0,2.8,-3,-5,-0.2,-1.3,-2,2,-12
COc1ccc(CCNC(=O)CN(c2ccccc2)S(C)(=O)=O)cc1,-7,2.6,3.5,7,5,x,0.9,-11,1,-16
O=C(C1CCCCCC1)N1CC[C@@H](N2CCC(O)CC2)[C@H](O)C1,-1,0.3,2.5,1,-9,x,0.3,4,-3,10
c1ccc(Oc2nc(-c3ccccn3)nc3ccccc23)cc1,4,-3.3,-3.5,x,x,x,-3.6,x,x,x
Cc1ccc(S(=O)(=O)N(Cc2cc3ccccc3[nH]c2=O)c2cccc(C)c2)cc1,-2,0.8,0.1,-1,8,-2.9,0.4,-8,2,-2
Cc1ccc(S(=O)(=O)N2CCN(c3ncnc4c3cnn4-c3ccccc3)CC2)cc1,x,5.3,3.0,1,-2,-0.7,-1.0,1,0,10
COc1ccccc1Oc1nc(C)c(C(C)=O)cc1C#N,-4,-0.8,4.0,2,-8,-0.7,-2.2,-10,-2,-2
O=C(c1ccco1)N1CCN(C(=O)c2cccc3c2C(=O)N(C2CCCCC2)C3)CC1,-2,3.2,0.6,-4,-7,-1.8,0.1,-9,-2,10
COc1ccc2c(C(=O)NCc3ccc4c(c3)OCO4)c(-c3ccc(S(C)(=O)=O)cc3)sc2c1,-7,1.8,2.3,6,-6,-0.1,1.8,6,-6,1
CCOc1ccc(NC(=O)C2CCN(S(=O)(=O)c3c(C)noc3C)CC2)cc1,0,0.7,3.2,3,7,-1.2,-1.2,-17,-3,-11
CCN(CC)C(=O)N1CCN(c2c([N+](=O)[O-])c(=O)oc3ccccc23)CC1,1,2.7,-2.9,-5,5,1.8,2.6,35,-1,-13
Cn1nnnc1SCC(=O)NNC(=O)c1ccc(Cl)cc1,-3,0.5,1.2,-5,-6,-2.5,-2.6,2,1,-6
Cc1cn[nH]c1,-1,3.4,2.4,4,-7,0.1,0.5,-9,1,-3
CC(C)C(=O)NS(=O)(=O)c1ccc(NS(C)(=O)=O)cc1,1,1.4,1.5,-18,-4,-3.4,1.3,-19,-3,-10

# Full records as entered above. Values in the order: Wnt act | AddAB inh | phage Ecoli inh | Rtt109 Vps75 | Tat transport | CAL PDZ FP | E coli growth | PfHsp90 set2 | DAGLB inh | PvdQ acylase
# CC1=C([N+](=O)[O-])C(c2ccc(Cl)cc2)NC(=O)N1C (stereo not given) is listed as -2 | 2.0 | 2.8 | -3 | -5 | -0.2 | -1.3 | -2 | 2 | -12
# O=C(c1ccco1)N1CCN(C(=O)c2cccc3c2C(=O)N(C2CCCCC2)C3)CC1 is listed as -2 | 3.2 | 0.6 | -4 | -7 | -1.8 | 0.1 | -9 | -2 | 10
# COCCN=C1Sc2nc3c(C)cccc3cc2CN1Cc1ccco1 is listed as 28 | 2.8 | -1.6 | -7 | 6 | -1.2 | 1.2 | 52 | -6 | -15

# (listing goes on)
SMILES,Wnt act,AddAB inh,phage Ecoli inh,Rtt109 Vps75,Tat transport,CAL PDZ FP,E coli growth,PfHsp90 set2,DAGLB inh,PvdQ acylase
COc1ccc(S(=O)(=O)N(C)C)cc1NC(=O)CSc1ncccn1,-8,-1.2,2.0,-2,0,-0.4,-0.9,11,-3,12
CC(C)(C)c1ccc(NC(=O)C2=CN3CCS(=O)(=O)N=C3C=C2)cc1,0,0.3,3.5,0,1,-0.3,-1.2,-15,4,-9
CC(CN1CCN(C)CC1)OC(=O)c1ccccc1 (stereo not given),x,1.5,1.7,1,13,x,3.0,-7,-1,-11
COc1ccc(NC(=O)c2ccc3c(c2)OCO3)cc1S(=O)(=O)N1CCOCC1,11,2.2,0.8,-4,-7,-3.8,2.3,10,-3,-14
COc1ccc(-c2cc(=O)oc3c(C)c(OCC(=O)NCC4CCC(C(=O)O)CC4)ccc23)cc1 (stereo not given),2,3.0,3.4,7,10,-1.8,0.7,-5,-1,-9
NC(=O)N1CC(O)CC1C(=O)Nc1ccc(Cl)c(Cl)c1 (stereo not given),x,0.9,2.1,0,-1,0.1,-0.1,-10,1,-10
COc1ccc(C(=O)/C=C/c2cccc(OCc3ccccc3)c2)cc1CSCC(=O)O,-1,0.1,-0.4,39,20,-1.9,-0.4,-7,9,11

# Rows are unselected, and some 1.9% of all compounds hit somewhere here.
